L3MBTL1 inh – blocks human L3MBTL1; Q9Y468; AlphaScreen L3MBTL1–H3K9me1 peptide binding; Potency, µM (highest dose often 57.1 µM), for the others: top-dose activity, negative = inhibition, usual class: inhibitors; 0.66% of 230,000 active; further: nearly all actives have a fitted effect of over 60% in size
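Read-out is AlphaScreen signal from streptavidin donor and nickel chelate acceptor beads (10 ug/mL final each) bridging L3MBTL1 (50 nM) and biotinylated K9-monomethylated H3(1-15) peptide (75 nM), after 30 min compound exposure at room temperature.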
TRb SRC2 PPI – inhibitors of human thyroid hormone receptor beta-SRC2 interaction; 0.065% of 280,000 active; TRbeta-SRC2 peptide binding, fluorescence polarization; receptor liganded with 1 µM T3; Potency, µM (highest dose often 106 µM), for the others: at the highest dose activity change, negative = inhibition, usual class: inhibitors; P10828;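 further: plate controls were bound peptide for no effect and peptide without receptor for full effect; nearly all actives have a fitted effect of over 50% in size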
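Fluorescence polarization of 20 nM Texas Red SRC2 peptide with 0.6 uM human TRb ligand-binding domain, in Tris buffer with 1uM T3 and 5% DMSO. Incubated 5 hr ambient; normalized to unbound and bound controls.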
ALDH1A1 inh – ALDH1A1 (human) enzyme inhibition. P00352. 7.3% of 220,000 active. AID 1030. Potency, µM (series often up to 75.3 µM), for the others: at the top dose activity, negative = inhibition, usual class: inhibitors. Purified ALDH1A1, NADH fluorescence, propionaldehyde substrate; active means well fitted inhibition curve with a large enough effect, not every such curve was filed as active; inconclusive means small, poorly fitted or top-dose-only effect, or another doubt; inactive means no such curve, though single readings can be large or run the other way;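 further: plate controls were no enzyme wells and a reference inhibitor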
Target sequence (P00352 whole entry, looked up): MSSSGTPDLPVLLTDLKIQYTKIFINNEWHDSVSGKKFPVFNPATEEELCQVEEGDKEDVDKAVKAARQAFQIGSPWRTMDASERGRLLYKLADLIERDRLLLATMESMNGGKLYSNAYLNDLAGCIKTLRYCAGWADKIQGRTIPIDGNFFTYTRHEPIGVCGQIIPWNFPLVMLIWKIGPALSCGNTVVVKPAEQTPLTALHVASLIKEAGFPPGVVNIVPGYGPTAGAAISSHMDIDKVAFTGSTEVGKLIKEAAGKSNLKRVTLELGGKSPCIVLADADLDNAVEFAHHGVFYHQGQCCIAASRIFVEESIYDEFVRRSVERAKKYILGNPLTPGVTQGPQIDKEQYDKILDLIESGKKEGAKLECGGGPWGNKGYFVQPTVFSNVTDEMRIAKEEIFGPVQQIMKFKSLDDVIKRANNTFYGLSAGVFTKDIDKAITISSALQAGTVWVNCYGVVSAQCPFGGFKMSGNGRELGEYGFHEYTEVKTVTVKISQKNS
Tau fluor counter – counter-screen for tau fibril formation inhibitors | tau K18 P301L Alexa594 fluorescence, heparin fibrillization | Potency, µM (titrated, usually from 57.7 µM), without a hit: top-dose activity change, negative = decrease | 0.93% of 280,000 active | AID 1463; further: nearly all actives have a fitted effect of over 55% in size
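Human tau K18 P301L (15 uM unlabeled, 0.24 uM Alexa 594-labeled) in 100 mM sodium acetate pH 7 with 20 uM heparin, 6 hr at 37 C. ThT 30 uM added, 1 hr ambient; Alexa 594 FP and total fluorescence read at 555/632 nm.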
Tau ThT inhib – tau fibrillization inhibition (ThT binding) | Potency, µM (doses to about 57.4 µM), inactives show at the top dose activity, negative = inhibition, most hits filed as inhibitors | 2.1% of 270,000 active | P10636 | recombinant tau K18 P301L (four-repeat tau fragment), heparin-induced fibrillization, ThT fluorescence | AID 1460; further: nearly all actives have a fitted effect of over 55% in size
Target sequence (P10636 561-689 P618L limits assumed): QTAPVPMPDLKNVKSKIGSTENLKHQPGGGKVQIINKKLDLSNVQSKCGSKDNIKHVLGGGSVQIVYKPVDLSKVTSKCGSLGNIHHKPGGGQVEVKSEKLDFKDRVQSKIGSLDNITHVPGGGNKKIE
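Tau K18 P301L fragment (15 uM unlabeled plus 0.24 uM Alexa 594-labeled) in 100 mM sodium acetate pH 7 with compound, fibrillization induced by 20 uM heparin for 6 hr at 37 C. Thioflavin T (30 uM) added, fluorescence read after 1 hr (ex 450, em 510 nm).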
aGal spleen mod – inhibits or activates alpha-galactosidase in human spleen homogenate; P06280; human spleen homogenate, 4MU-alpha-Gal fluorescence, 40 min; Potency, µM (highest dose often 80 µM), without a hit: at the highest dose activity change, negative = inhibition, usual class: inhibitors; 0.008% of 240,000 active; AID 2107;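 further: 0% = enzyme with vehicle and -100% = no enzyme basal signal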
Target sequence (P06280 32-429 limits assumed): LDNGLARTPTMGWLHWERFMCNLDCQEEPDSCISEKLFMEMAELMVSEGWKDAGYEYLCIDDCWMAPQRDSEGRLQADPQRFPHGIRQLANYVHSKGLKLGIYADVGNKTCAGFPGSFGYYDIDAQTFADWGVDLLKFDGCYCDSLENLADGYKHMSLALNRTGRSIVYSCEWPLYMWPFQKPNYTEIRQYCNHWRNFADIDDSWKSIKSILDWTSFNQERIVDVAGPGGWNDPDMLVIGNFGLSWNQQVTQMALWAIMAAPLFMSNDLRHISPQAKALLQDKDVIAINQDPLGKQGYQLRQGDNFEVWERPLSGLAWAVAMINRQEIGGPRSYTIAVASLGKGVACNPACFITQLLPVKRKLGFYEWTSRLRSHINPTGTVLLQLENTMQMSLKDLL
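Human spleen homogenate (1 ug) was the enzyme source, with 4-methylumbelliferyl-alpha-D-galactopyranoside (1 mM final) in pH 5.0 citrate buffer with 0.01% Tween-20. Compounds were titrated; after 40 min at 37C, NaOH/glycine stop, 4-MU fluorescence read; AC50 from Hill fits.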
Tau fibril FP – inhibitors of human tau fibril formation; P10636; K18 P301L tau heparin fibrillization, Alexa594 FP, 6 h; Potency, µM (series often up to 57.7 µM), inactives show at the top dose activity, negative = inhibition, usual class: inhibitors; 0.39% of 280,000 active; further: nearly all actives have a fitted effect of over 55% in size
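Read-out: fluorescence polarization of Alexa 594-labeled tau (0.24 uM), 555 nm excitation, 632 nm emission. Mixtures held 15 uM unlabeled K18 P301L, compound and 20 uM heparin, pH 7 acetate buffer, incubated 6 hr at 37 C.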
TexasRed fluor – Texas Red fluorescence interference in TRb-SRC2 counter-screen; TRb/SRC2 Texas Red total fluorescence interference; Potency, µM (highest dose often 106 µM), inactives show at the top dose fluorescence change, negative = quenching; 0.29% of 280,000 active; active means well fitted curve in either direction with a large enough effect; inconclusive means small, poorly fitted or top-dose-only effect
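Human TRβ ligand-binding domain (0.6 uM) and Texas Red SRC2 peptide (20 nM) in Tris buffer with 1 uM T3 and 5% DMSO were incubated with pinned compound for 5 hr at ambient temperature. Total fluorescence was computed as S + 2P (555/632 nm).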
Starred values were filed as active, the others as inactive; ? = inconclusive; nt = not tested or not shown; & = joins results of further samples; [ ] = another dose, or the depositor's remark. Unless noted, the call rests on the fitted dose curve; in most records, active means well fitted curve in the direction sought with a large enough effect; inconclusive means small, poorly fitted or top-dose-only effect, or another doubt; inactive means no such curve, though single readings can be large; an effect the other way counts as inactive or inconclusive. Unless noted, on the % scale 0 is the no-effect control and ±100 the full control effect; potency means the concentration at half of the fitted maximal effect.

Each structure is followed by: Tau fibril FP	ALDH1A1 inh	Tau ThT inhib	aGal spleen mod	Tau fluor counter	TRb SRC2 PPI	TexasRed fluor	L3MBTL1 inh
COC(=O)c1cc(=O)n(Cc2cccs2)c(=Nc2ccc(F)cc2)s1
→ -8%	10µM*	?	1%	-20%	19%	1%	-8%
COC(=O)C1=C(C)NC(C)=C(C(=O)OC(C)C)C1c1cccc2nonc12 (stereo unspecified)
→ 4%&10%	-9%	-9%&-4%	-2%&-7%	-27%&-23%	-1%&-4%	-4%&-2%	nt
CCOC(=O)CCCNC(=O)COC(=O)c1cccc(F)c1
→ 7%	0%	0%	-2%	0%	7%	-1%	29%
Cc1cc(C(=O)N2CCN(c3ccccc3)CC2)c(C)o1
→ 3%	2%	-5%	-1%	0%	-8%	-1%	-2%
CSc1ccccc1NC(=O)C1CC(c2ccccc2O)=NO1 (stereo unspecified)
→ 0%	?	-7%	3%	-18%	-12%	2%	nt
O=C(Nc1ccccc1)c1cc2c(=O)c3ccccc3oc2nc1C(F)(F)F
→ 4%	17%	-8%	8%	-7%	-13%	-1%	6%
CC(C)(C)c1ccc(/C=N/n2cnnc2)cc1
→ 5%	-8%	-4%	-2%	-4%	0%	4%	1%
COc1ccc(S(=O)(=O)n2[nH]c(=O)c(CCO)c2C)c([N+](=O)[O-])c1
→ 5%	?	1%	1%	11%	-2%	-1%	3%
C/C(=N\NC(=O)CN1CCN(Cc2ccc(C)cc2)CC1)c1ccncc1
→ 8%	35%[activator]	-1%	4%	6%	-3%	1%	6%
CCCn1c(SCC(=O)Nc2nnc(CC)s2)nc2c1c(=O)n(C)c(=O)n2C
→ 3%	-11%	-5%	-2%	-7%	-14%	-2%	nt

Record cards, as listed above:
Shown for `COc1ccc(S(=O)(=O)n2[nH]c(=O)c(CCO)c2C)c([N+](=O)[O-])c1` = Tau fibril FP: 5%; ALDH1A1 inh: ?; Tau ThT inhib: 1%; aGal spleen mod: 1%; Tau fluor counter: 11%; TRb SRC2 PPI: -2%; TexasRed fluor: -1%; L3MBTL1 inh: 3%
Shown for `COC(=O)C1=C(C)NC(C)=C(C(=O)OC(C)C)C1c1cccc2nonc12` (stereo unspecified) = Tau fibril FP: 4%&10%; ALDH1A1 inh: -9%; Tau ThT inhib: -9%&-4%; aGal spleen mod: -2%&-7%; Tau fluor counter: -27%&-23%; TRb SRC2 PPI: -1%&-4%; TexasRed fluor: -4%&-2%; L3MBTL1 inh: nt

Continued:
Each structure is followed by: Tau fibril FP	ALDH1A1 inh	Tau ThT inhib	aGal spleen mod	Tau fluor counter	TRb SRC2 PPI	TexasRed fluor	L3MBTL1 inh
CCCN(CCC)S(=O)(=O)c1ccc2c(c1)N(CC(=O)NC(C)c1ccccc1)C(=O)CS2 (stereo unspecified)
→ -3%	nt	-4%	nt	-20%	3%	-2%	nt
O=P1(O)C=C(c2ccccc2)NC(c2ccccc2)=C1
→ 1%	3%	1%	3%	3%	6%	1%	12%
COc1ccc2[nH]c(=O)c(CNc3cc(C)ccc3C)cc2c1
→ -3%	nt	?	2%	?	-3%	4%	7%
O=C(O)CNCC1COc2ccccc2O1 (stereo unspecified)
→ -1%	-13%	-3%	7%	0%	-12%	-1%	6%
Cn1c(=O)[nH]c(=O)c2c1nc(Br)n2CC(O)COCc1ccccc1 (stereo unspecified)
→ 1%	0%	-5%	0%	-1%	3%	-3%	2%
CC(C)(C)SCCNS(=O)(=O)c1ccc2ccccc2c1
→ -4%	15µM*	-14%	5%	-23%	-1%	0%	nt
Cc1ccc2nc(NC3=NCN(Cc4ccccc4)CN3)nc(C)c2c1
→ -4%	10%	-1%	4%	5%	-5%	0%	4%
CCCn1nc(Oc2nc(SC)nc(N(C)C)n2)ccc1=O
→ -7%	5%	-4%	-4%	-8%	12%	1%	-3%
COC(=O)C1=C(C(=O)OC)[C@@H]2Nc3ccccc3[C@@]23C[C@@H](C(=O)OC)N(C(=O)c2cc(C)oc2C)C3=N1
→ -10%[11.6 µM]	-12%[13.5 µM]	?	-7%[17.5 µM]	-8%[11.6 µM]	-5%[11.2 µM]	-2%[11.2 µM]	nt
Clc1cccc(Cl)c1CNc1ccc(N2CCCC2)cc1
→ ?	16µM*	7.9µM*	2%	?	-18%	23%	?
CCOC(=O)N1CCN(CC(=O)Nc2ccc(Oc3ccccc3)cc2)CC1
→ -8%	25µM*	-12%	-2%	?	4%	0%	nt
CCC(CC)c1nnc(NC(=O)c2cc([N+](=O)[O-])ccc2N2CCCCC2)s1
→ 2%	7.9µM*	-13%	1%	-18%	3%	0%	-4%
C=CCN(CC=C)Cc1c(C)[nH]c2ccc(C(=O)OCC)cc2c1=O
→ 2%	?	-7%	4%	0%	-6%	-1%	-2%
Cc1ccc(Nc2n[nH]c(C)c2[N+](=O)[O-])c(C)c1
→ 1%	1%	?	-2%	-18%	-3%	-2%	-9%
COC(=O)c1ccccc1NC(=O)c1nc(-c2ccc(Cl)cc2)n2c1CCCCC2
→ -14%	nt	1%	nt	-8%	-9%	20µM*[quencher]	nt
CC(=O)NC(C)C(=O)OCC(=O)Nc1ccc(Br)cc1 (stereo unspecified)
→ 0%	?	?	7%	-3%	4%	3%	nt
CCOc1ccc(N/C(C)=C\C(=O)c2ccc3c(c2)OCCO3)cc1
→ 13%	13µM*	?	16%	?	2%	3%	-5%
O=C(NC12CC3CC(CC(C3)C1)C2)N1CCCC(CO)C1 (stereo unspecified)
→ -5%	-5%	-12%	-7%	-5%	2%	-2%	1%
Cc1ccc(CN(C(=O)COc2cc(C)c(Cl)c(C)c2)c2ccccn2)o1
→ 2%	nt	-16%	nt	-12%	7%	-15%	nt
COC(=O)c1ccc2c(c1)C(C)(C)C(/C=C/c1ccccc1O)=[N+]2C
→ ?	?	10µM*	18%	25µM*[fluorescent]	20µM*	20µM*[fluorescent]	-21%
O=C(CNc1ccc(Cl)cc1)NNC(=S)NCc1ccccc1
→ 19%	?	-15%	2%	?	-5%	0%	-6%
Cc1ccc(-n2c3c(cc(C(=O)NC4CCSC4=O)c2=O)C(=O)CCC3)cc1 (stereo unspecified)
→ -1%	?	-2%	2%	4%	-5%	-1%	nt
Cc1cc(C)cc(N(CC(=O)NCC2CCCO2)S(=O)(=O)c2c(C)noc2C)c1 (stereo unspecified)
→ -1%	-7%	-3%	-5%	-4%	0%	1%	8%
CCC(Sc1nc(-c2ccccc2)c(C#N)c(=O)[nH]1)C(=O)Nc1cc(C)on1 (stereo unspecified)
→ -3%	6%	-8%	-3%	-8%	2%	2%	nt
CC1(c2ccc3noc(-c4ccc(F)cc4)c3c2)OCCO1
→ -6%	-31%	-3%	0%	-15%	-2%	-3%	nt
Cc1ccc(/C=C2\Sc3ccccc3C2=O)s1
→ 2%	4%	3.2µM*	-1%	-15%	1%	-2%	-20%
Nc1nonc1C(=O)N1CCCC1
→ 3%	-4%	0%	0%	5%	6%	-2%	2%
COc1ccc(OC)c(C2CC(=O)N3CN(c4ccccc4F)CSC3=C2C#N)c1 (stereo unspecified)
→ 25µM*	4µM*	28µM*	-5%	-23%	1%	-1%	nt
COc1ccc(NC(=O)CCNS(=O)(=O)c2cccc3nsnc23)cc1Cl
→ 0%	nt	-10%	nt	-17%	-3%	-2%	nt
CC1CCc2c(sc(NC(=O)C3c4ccccc4Oc4ccccc43)c2C#N)C1 (stereo unspecified)
→ -15%	nt	-11%	nt	-22%	-2%	-33%	nt
CCOC(=O)c1ccc(NC(=O)c2ccc3c(c2)OCO3)cc1
→ 3%	-5%	?	-6%	1%	4%	2%	30%[activator][11.4 µM]
COc1ccc(NC(=O)C(Br)C(C)C)cc1 (stereo unspecified)
→ 0%	8%	-7%	-7%	-9%	-3%	0%	9%
COc1cccc(NC(=O)CSc2nnc(-c3ccc(C)cc3)o2)c1
→ -15%	13%	-11%	4%	-14%	-23%	2%	nt
Cc1c(/C(O)=C2/C(=O)C(=O)N(Cc3cccnc3)C2c2cccs2)cnn1-c1ccccc1 (stereo unspecified)
→ 0%	1.1µM*	?	13%	-1%	-4%	-4%	nt
O=C(NC1CCCCC1)C(c1cccs1)N(CC1CCCO1)C(=O)c1csnn1 (stereo unspecified)
→ -1%	?	-4%	0%	-2%	2%	-4%	11%
CC(=O)Nc1ccc(NC(=O)Cn2c(=O)n(-c3ccc(F)cc3)c(=O)c3oc4ccccc4c32)cc1
→ 3%	3%	-2%	1%	-11%	1%	-1%	nt
COc1ccc(-c2csc(-c3cccs3)n2)c(OC)c1
→ ?	1%	?	-20%	?	4%	-3%	nt
CN(C)C=NC(=O)c1cn(-c2ccc(F)cc2)c(=O)c2ccccc12
→ 5%	-6%	-2%	-8%	0%	0%	-1%	34%[activator]
CCN(CCNC(=O)C1CCCN(S(=O)(=O)CC)C1)c1ccccc1 (stereo unspecified)
→ -1%	?	-5%	-3%	-2%	-4%	-5%	-22%
CCCn1nc(-c2nnc(-c3ccc(C)c(C)c3)o2)c2ccccc2c1=O
→ -4%	3%	-12%	1%	-3%	-17%	-3%	-1%
Cc1cccc(NC(=O)Cn2c(=O)n(C)c3ccccc32)c1
→ 3%	3%	0%	2%	9%	9%	0%	-12%
COc1cc(C(=O)NCCCNc2ccc([N+](=O)[O-])cc2)cc(OC)c1OC
→ 0%	-6%	?	-16%	3%	6%	1%	5%
CN(C)c1ccc(NC(=O)COC(=O)Cn2nnc3ccccc32)cc1
→ 9%	-4%	-15%	4%	-16%	?	?	?
O=C(O)/C=C/c1ccc(-c2cccc(C(F)(F)F)c2)o1
→ -3%	?	7%	-19%	-5%	-3%	-3%	nt
COc1ccccc1CNc1nc2ccccc2c2nc(-c3cccnc3)nn12
→ -3%	nt	-1%	nt	-23%	0%	-19%	nt
CC1C(c2ccccc2)=[N+]([O-])C2(CCCC2)N1O (stereo unspecified)
→ -3%	-1%	-1%	-5%	-2%	6%	2%	0%
CCN(CC)C(=O)COc1cc(C)c(Cl)c(C)c1
→ 0%	-1%	-12%	-2%	-4%	0%	-1%	9%

Screening results as filed in PubChem BioAssay.
